# mIAP block: mouse IAP inhibition; inhibition, % at 10 µM; purified mouse IAP, CDP-Star luminescence, 30 min; actives 0.2% (n = 330,000);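 active = inhibition of at least 40% at 10 µM in the primary screen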;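 note: plate controls were DMSO with enzyme for no effect and no enzyme wells for full effect; values of inactives mirror those of a sister screen read the other way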
# APOBEC3A inh: blocks human APOBEC3A ssDNA deamination; P31941; recombinant A3A, FAM/TAMRA ssDNA deamination fluorescence; inhibition, % at 20 µM; actives 0.41% (n = 330,000);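 active = at least 40% inhibition at 20 µM here, with at most 30% in a related deaminase screen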;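 note: plate controls were A3A with DMSO for no effect and wells lacking A3A enzyme for full effect; some results filed as inactive read as strong as hits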
# HKDC1 inhibitor: blocks human hexokinase HKDC1 activity; Q2TB90; recombinant HKDC1, G6PDH/diaphorase resazurin coupled fluorescence; inhibition, % at 20 µM; actives 0.16% (n = 340,000); AID 493160;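 active = inhibition above about 35% when tested at 20 µM, limit read from the data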;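 note: plate controls were DMSO wells with enzyme for no effect and DMSO wells lacking enzyme for full effect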
# Target sequence (Q2TB90 whole entry, looked up): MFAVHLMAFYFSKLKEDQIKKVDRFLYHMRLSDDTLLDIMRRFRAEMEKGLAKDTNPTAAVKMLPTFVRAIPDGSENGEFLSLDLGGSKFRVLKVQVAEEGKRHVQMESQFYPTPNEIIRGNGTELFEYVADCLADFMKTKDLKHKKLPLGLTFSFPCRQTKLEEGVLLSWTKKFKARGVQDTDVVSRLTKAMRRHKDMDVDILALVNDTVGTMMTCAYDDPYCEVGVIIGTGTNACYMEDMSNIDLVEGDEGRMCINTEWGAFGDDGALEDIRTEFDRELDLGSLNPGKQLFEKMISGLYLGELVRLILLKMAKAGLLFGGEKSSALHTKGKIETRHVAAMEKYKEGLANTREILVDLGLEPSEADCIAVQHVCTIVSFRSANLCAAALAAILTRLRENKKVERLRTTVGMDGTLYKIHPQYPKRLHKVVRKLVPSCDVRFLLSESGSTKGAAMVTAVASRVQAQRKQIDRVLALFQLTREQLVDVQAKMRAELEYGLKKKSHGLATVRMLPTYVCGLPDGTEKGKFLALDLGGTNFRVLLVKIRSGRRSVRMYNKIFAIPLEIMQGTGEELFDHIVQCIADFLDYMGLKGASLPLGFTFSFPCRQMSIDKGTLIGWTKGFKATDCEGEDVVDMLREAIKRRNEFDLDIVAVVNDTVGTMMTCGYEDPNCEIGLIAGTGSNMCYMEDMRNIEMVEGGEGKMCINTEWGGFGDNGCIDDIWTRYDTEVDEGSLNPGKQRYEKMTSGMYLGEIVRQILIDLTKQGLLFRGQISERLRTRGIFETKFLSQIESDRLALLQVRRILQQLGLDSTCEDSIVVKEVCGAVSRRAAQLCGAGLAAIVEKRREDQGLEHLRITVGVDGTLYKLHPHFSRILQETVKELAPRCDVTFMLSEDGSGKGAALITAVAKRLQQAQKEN
#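 Material – in-house recombinant HK5 (HKDC1) enzyme · Quantity – HKDC1 at 5 µg/mL · Buffer or medium – pH 8.0 Tris buffer with 10 mM MgCl2 · Reagent – glucose with 1 mM ATP · Dosing – single 20 µM dose · Times – reaction time 90 min, room temperature, protected from light · Technique – resorufin fluorescence at 613 nm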
# ATG4B inh: inhibitors of human ATG4B cysteine protease | actives 0.51% (n = 340,000) | AID 504462 | Q9Y4P1 | inhibition, % at 8.33 µM | ATG4B cleavage of LC3-PLA2, NBD-HPC fluorescence, 1 h; in the data active = inhibition above about 40%
# hIAP act: increases human intestinal alkaline phosphatase activity. purified human IAP, CDP-Star luminescence, 30 min; stronger effect = higher value; 1 = vehicle-only enzyme, 0 = enzyme-free background. P09923. AID 2524. actives 0.16% (n = 330,000). activation factor at 10 µM;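 active = activation factor of the enzyme at least 2-fold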; note: the source names both 10 and 20 µM as test concentration; values of inactives mirror those of a sister screen read the other way
# PfG6PD inh: PfG6PD (Plasmodium falciparum) enzyme inhibition; actives 0.78% (n = 350,000); inhibition, % at 20 µM; AID 504690; PfGluPho enzyme, NADPH resazurin-diaphorase fluorescence;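 active = inhibition reaching at least a set limit at 20 µM in the primary screen, cut at about 59% in these data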;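 note: 0% = DMSO wells with substrate and 100% = DMSO wells lacking glucose-6-phosphate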
# hIAP block: blocks human intestinal alkaline phosphatase | P09923 | purified IAP, CDP-Star luminescence, 30 min | inhibition, % at 10 µM | actives 0.12% (n = 330,000) | AID 2544;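 active = inhibition reaching a set limit with compound at 10 µM in the primary screen, cut at about 35% in these data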;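 note: plate controls were DMSO wells with enzyme for no effect and no-enzyme buffer wells for full effect; values of inactives mirror those of a sister screen read the other way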
# mIAP act: increases mouse intestinal alkaline phosphatase activity; muIAP, CDP-Star luminescence, 30 min; stronger effect = higher value; 1 = vehicle-only enzyme signal, 0 = enzyme-free wells; activation factor at 10 µM; actives 0.24% (n = 330,000); AID 2805;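 active = activation factor of at least 2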; note: the source names both 10 and 20 µM as test concentration; values of inactives mirror those of a sister screen read the other way
#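 Assay system: mouse IAP enzyme; Reagent: CDP-Star chemiluminescent phosphatase substrate; Compound: DMSO-dissolved test compounds; Incubation: 30 min, room temperature; Technique: luminescence from enzymatic CDP-Star hydrolysis; Controls: DMSO-only wells and no-enzyme negative control.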
# Numbers without * were called inactive.
# Start of the data: the first four compounds, to show the layout:
# Below each SMILES: mIAP block	APOBEC3A inh	HKDC1 inhibitor	ATG4B inh	hIAP act	PfG6PD inh	hIAP block	mIAP act
Cc1c(NC(=O)c2cc3c(s2)CCCC3)c(=O)n(-c2ccccc2)n1C
→ 10	5	2	-7	1	7	-1	0.9
Cc1[nH]c2ccc(C(=O)NCC(C)(C)N3CCOCC3)cc2c1C
→ -9	-2	-7	-12	0.96	7	4	1.1
COc1cc(C(=O)O/N=C(\N)c2ccncc2)cc(OC)c1OC
→ -1	-4	-2	-10	1.1	-13	-6	1
CC(=O)Nc1ccc(S(=O)(=O)NCC(=O)OCC(=O)NNC(=O)c2ccccc2)cc1
→ 8	-1	1	-3	1.1	5	-6	0.92

# All compounds of this part, repeating the preview:
# Below each SMILES: mIAP block	APOBEC3A inh	HKDC1 inhibitor	ATG4B inh	hIAP act	PfG6PD inh	hIAP block	mIAP act
Cc1c(NC(=O)c2cc3c(s2)CCCC3)c(=O)n(-c2ccccc2)n1C
→ 10	5	2	-7	1	7	-1	0.9
Cc1[nH]c2ccc(C(=O)NCC(C)(C)N3CCOCC3)cc2c1C
→ -9	-2	-7	-12	0.96	7	4	1.1
COc1cc(C(=O)O/N=C(\N)c2ccncc2)cc(OC)c1OC
→ -1	-4	-2	-10	1.1	-13	-6	1
CC(=O)Nc1ccc(S(=O)(=O)NCC(=O)OCC(=O)NNC(=O)c2ccccc2)cc1
→ 8	-1	1	-3	1.1	5	-6	0.92
Cc1ccc2nsnc2c1S(=O)(=O)N(CCO)Cc1cc2cc3c(cc2[nH]c1=O)OCCO3
→ 5	-3	0	-1	1.1	-6	-10	0.95
N#Cc1nc(-c2cccs2)oc1NCCc1ccccc1
→ -9	-2	0	-3	1.6	17	-57	1.1
O=C(CN(c1cc(C(F)(F)F)ccc1Cl)S(=O)(=O)c1ccccc1)NCc1cccnc1
→ 1	-3	-6	-2	1	5	-2	0.99
O=C(Nc1nccs1)c1ccccn1
→ -10	1	-4	1	1.6	-14	-58	1.1
O=C(Cc1c[nH]c2ccccc12)N1CCN(c2ccccc2)CC1
→ -8	-4	-13	-8	1.1	3	-7	1.1
CCCc1ccc2oc(C(=O)NCc3nnc(C)o3)c(C)c2c1
→ -5	3	1	-1	1.1	5	-12	1
COc1ccccc1Oc1ccnc2cc(Cl)ccc12
→ 8	0	4	1	0.93	3	8	0.92
Cc1cc(C)n(-c2ccc(C(=O)OCC(=O)NCc3ccc(F)cc3)cc2)n1
→ 0	1	-12	2	1.2	-10	-17	1
COc1ccc(NC(=O)NCCN2CCCCC2)cc1
→ 0	2	-6	5	0.91	-12	9	0.99
Cc1ccc(-n2c(-c3nn(C)cc3Cl)n[nH]c2=S)cc1
→ -4	2	-13	-5	1.1	36	-7	1
Cc1n[nH]c(=S)n1/N=C/c1ccccc1OCc1ccc(Cl)cc1
→ -4	-1	-6	6	1.1	33	-14	1

# Only mIAP block and HKDC1 inhibitor, for some of the entries so far:
SMILES	mIAP block	HKDC1 inhibitor
Cc1ccc2nsnc2c1S(=O)(=O)N(CCO)Cc1cc2cc3c(cc2[nH]c1=O)OCCO3	5	0
Cc1c(NC(=O)c2cc3c(s2)CCCC3)c(=O)n(-c2ccccc2)n1C	10	2

# (further entries)
# Below each SMILES: mIAP block	APOBEC3A inh	HKDC1 inhibitor	ATG4B inh	hIAP act	PfG6PD inh	hIAP block	mIAP act
CCOC(=O)c1cccc(NC(=O)CN2C(=O)C3CC=CCC3C2=O)c1 (stereo not given)
→ -2	1	-5	-4	1	6	-3	1
CCCOc1ccc2oc(=O)c3c(c2c1)CCCN3C(=O)CN1CCc2ccccc2C1
→ 10	0	3	1	0.85	60*	15	0.91
CC(C)CC(NC(=O)C(CC(C)C)NC(=O)OC(C)(C)C)C(=O)O (stereo not given)
→ -8	-1	-6	-10	1	15	-3	1.1
O=C(NCc1ccc(N2CCCC2=O)cc1)c1ccc(F)cc1
→ 4	1	1	-4	0.99	-5	1	0.96
CC(C)(C)c1cc(NC(=O)CSc2nnc(N)s2)n(-c2ccccc2)n1
→ 16	2	-9	0	0.97	3	3	0.84
CCOc1ccc(CN2CCCC(CO)(Cc3ccc(F)cc3)C2)cc1 (stereo not given)
→ 5	-5	2	0	1	-11	-4	0.95
C/C(=N/N1CCN(c2ccccc2)CC1)c1cccc([N+](=O)[O-])c1
→ -3	-1	-8	-2	0.84	16	16	1
COc1cccc(C(=O)Nc2nnc(-c3ccc(OC)cc3OC)s2)c1
→ 9	-3	0	1	0.84	-1	16	0.91
S=C(NCCc1ccccn1)Nc1ccc(Cl)c(Cl)c1
→ -32	-1	-5	4	1	-7	-4	1.3
CCN(C[C@H]1N[C@@](C)(C(=O)OC)[C@H]2C(=O)N(Cc3ccccc3)C(=O)[C@@H]12)C(=O)c1ccc(C(C)(C)C)cc1
→ -12	1	-7	-12	0.9	14	10	1.1
CCOc1ccc(C2C(C(=O)c3cccs3)=C(O)C(=O)N2CCN2CCOCC2)cc1 (stereo not given)
→ -1	-2	-3	-6	0.77	6	23	1
Cc1cc(C)nc(N2CCCC(C(=O)NCCc3ccc(F)cc3)C2)n1 (stereo not given)
→ -3	5	-6	4	0.75	-4	25	1
COc1cc(CCCN2CCNC[C@@H]2Cc2ccc(O)cc2)cc(OC)c1OC
→ 4	-4	-5	7	1	-4	0	0.96
CCOc1ccc(NC(=O)CN2CCN(CC(=O)Nc3ccc4c(c3)OCCO4)CC2)cc1
→ -2	-5	-7	-4	1.3	-1	-31	1
Cc1ccc(S(=O)(=O)N2CCOCC2)cc1NC(=O)c1cc([N+](=O)[O-])ccc1N1CCOCC1
→ 11	3	-5	-6	0.97	3	2	0.89
Cc1ccc(OCC(O)CNC(=O)c2ccccc2C(=O)O)cc1 (stereo not given)
→ 7	1	-3	-5	0.94	19	6	0.93
Cc1csc(NC(=O)c2nc3nc(C)cc(C)n3n2)n1
→ 15	1	6	-10	1	6	-1	0.85

# An excerpt of these results, field by field.
CCCOc1ccc2oc(=O)c3c(c2c1)CCCN3C(=O)CN1CCc2ccccc2C1
  mIAP block: 10
  APOBEC3A inh: 0
  HKDC1 inhibitor: 3
  ATG4B inh: 1
  hIAP act: 0.85
  PfG6PD inh: 60*
  hIAP block: 15
  mIAP act: 0.91

CC(C)CC(NC(=O)C(CC(C)C)NC(=O)OC(C)(C)C)C(=O)O (stereo not given)
  mIAP block: -8
  APOBEC3A inh: -1
  HKDC1 inhibitor: -6
  ATG4B inh: -10
  hIAP act: 1
  PfG6PD inh: 15
  hIAP block: -3
  mIAP act: 1.1

O=C(NCc1ccc(N2CCCC2=O)cc1)c1ccc(F)cc1
  mIAP block: 4
  APOBEC3A inh: 1
  HKDC1 inhibitor: 1
  ATG4B inh: -4
  hIAP act: 0.99
  PfG6PD inh: -5
  hIAP block: 1
  mIAP act: 0.96

CC(C)(C)c1cc(NC(=O)CSc2nnc(N)s2)n(-c2ccccc2)n1
  mIAP block: 16
  APOBEC3A inh: 2
  HKDC1 inhibitor: -9
  ATG4B inh: 0
  hIAP act: 0.97
  PfG6PD inh: 3
  hIAP block: 3
  mIAP act: 0.84
